human PMI inhibitors – human PMI inhibitors, high substrate, primary screen, biochemical, fluorescence intensity, high mannose 6-phosphate (AID 1220). Mannose-6-phosphate isomerase (Homo sapiens). recombinant PMI enzyme, coupled fluorescence intensity; higher % means a stronger effect. inhibition, % at 20 µM; hits with a dose series show IC50 in µM. 0.66% of 190,000 active
RSV antiviral HEp-2 – RSV antiviral activity via CPE protection, HEp-2 cells, primary 10 µM value included (AID 2391); HEp-2 cells, RSV-induced CPE inhibition; higher % means a stronger effect; CPE inhibition, % at 10 µM; hits with a dose series show IC50 in µM; 0.13% of 310,000 active; in the data active means a potency from the dose series; inconclusive means CPE inhibition mostly from about 23% at the one dose, without a potency; inactive means the rest, 99 in 100 with CPE inhibition below about 21%; further: strong numbers were not always called active
Myeloid diff MLP – induction of myeloid progenitor differentiation, primary screen, cell-based, flow cytometry, MLPCN library; ER-HoxA9 myeloid progenitors, lysozyme-GFP differentiation; calls only at 10 µM; 1% of 360,000 active; AID 624256, 2012;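 active means normalized GFP-positive differentiation at or above the plate's own cutoff, the solvent-only control mean plus 3 SD; inconclusive means no clear call, values can overlap the other calls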;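 further: cells exposed to compound for four days before flow analysis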
XIAP antagonists – XIAP antagonists, biochemical, IAP family, fluorescence polarization (AID 1018); E3 ubiquitin-protein ligase XIAP (Homo sapiens); XIAP BIR domain, fluorescence polarization peptide displacement; higher % means a stronger effect; displacement, % at 20 µM; hits with a dose series show IC50 in µM; 0.007% of 200,000 active; in the data active means displacement above about 50%; further: a part of the inactive calls stands beside numbers as strong as those of hits
WT yeast gro inh – growth inhibition of WT strain, primary screen, mitochondrial fusion inhibitor project, WT and mutant strains, chemical genetic. mitochondrial fusion phenotypic screen. AID 1362, 2008. 2.1% of 190,000 active. inhibition, % at 10 µM; in the data active means inhibition above about 58%; tested in S. cerevisiae
PMI inhibitors – inhibitors of human PMI, primary screen, biochemical, fluorescence intensity, coupled assay (AID 1209). Mannose-6-phosphate isomerase (Homo sapiens). purified PMI enzyme, coupled fluorescence intensity; higher % means a stronger effect. inhibition, % at 20 µM; hits with a dose series show IC50 in µM. 0.42% of 190,000 active;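 further: plate controls were DMSO vehicle for no effect and wells lacking substrate for full effect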
SIAH1 antagonists – Siah-1 peptide-binding antagonists, primary screen, biochemical, fluorescence polarization, rhodamine-plectin, uHTS (AID 1817); Siah-1 / rhodamine-plectin peptide fluorescence polarization; higher % means a stronger effect; displacement, % at 20 µM; hits with a dose series show IC50 in µM; 0.02% of 290,000 active;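 active means displacement of at least 50% at 20 µM, with a fluorescence ratio check between 0.3 and a set limit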;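 further: plate controls were Siah plus tracer with DMSO for no effect and tracer alone without Siah for full effect; strong numbers were not always called active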
TNAP activators – human TNAP enzyme activators, primary screen, biochemical, luminescent, no phosphate acceptor, uHTS (AID 1001). Alkaline phosphatase, tissue-nonspecific isozyme (Homo sapiens). purified TNAP, luminescent activation assay, no phosphate acceptor; higher activation fold means a stronger effect. activation fold at 20 µM, or EC50 in µM where a hit was titrated. 0.03% of 200,000 active; in the data active means activation fold from about 3, or a potency from the dose series; inactive means the rest, 99 in 100 with activation fold below about 1.6; further: many of its hits are not listed in these tables
Salmonella PhoP GFP – inhibitors of PhoP regulon expression, primary screen, Salmonella Typhimurium, GFP reporter (AID 1863); S. Typhimurium PhoP-regulated promoter GFP reporter, 4 h; higher % means a stronger effect; inhibition, % at 50 µM, or IC50 in µM where a hit was titrated; 0.16% of 300,000 active;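 active means inhibition over 29.93%, a cutoff 3 SD above the screen mean, later confirmed by dose response; inconclusive means inhibition over 29.93% but no dose response follow-up; inactive means inhibition at most 29.93% or unconfirmed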;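 further: 0% = low Mg2+ inducing control and 100% = high Mg2+ repressing control; strong numbers were not always called active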
WT yeast gro inh mutant strain – further read-out of WT yeast gro inh, marked with its call; inhibition, %; mitochondrial fusion phenotypic screen, mutant strain inhibition
Myeloid diff MLP GFP+ MAC1+ % – also measured in Myeloid diff MLP; calls as there; GFP+ MAC1+ double positive, %; measured here: differentiation confirmed by MAC1 staining
* = called active by the depositor; i = inactive; u = inconclusive; x = not tested or not shown. Unless noted, no stated cut-off is given here; in the data, active means inhibition above about 50%; inactive means the rest.

SMILES,human PMI inhibitors,RSV antiviral HEp-2,Myeloid diff MLP,Myeloid diff MLP GFP+ MAC1+ %,XIAP antagonists,WT yeast gro inh,WT yeast gro inh mutant strain,PMI inhibitors,SIAH1 antagonists,TNAP activators,Salmonella PhoP GFP
COC(=O)c1cc(Cl)cc(Cl)c1OS(=O)(=O)N(C)C,-2%,2.3%,i,1.0,-5.5%,-8,18,1%,-5%,1.1,-12%
Cc1cc(Br)ccc1NC(=O)CNC(=O)CN1C(=O)NC2(CCCCCC2)C1=O,-4%,-0.2%,i,4.9,0.0%,-6,-13,-1%,2%,1.2,2%
O=C(CSc1nnc(-c2cccnc2)o1)c1cc2ccccc2oc1=O,-27%,4.6%,i,1.6,0.3%,-11,-3,-12%,-5%,1.1,13%
COc1cc(C(C(=O)NC2CCCC2)N(C(=O)Cc2cccs2)C2CC2)cc(OC)c1OC (stereo unspecified),-1%,-1.1%,i,0.8,-5.2%,-17,3,-1%,0%,1.1,-5%
O=C(Nc1nc2ccccc2[nH]1)c1ccc(F)c(S(=O)(=O)N2CCOCC2)c1,3%,2.0%,i,0.4,-3.0%,14,12,4%,2%,1.1,14%
CCN(CC)C(=O)C1CCN(S(=O)(=O)c2ccc(-n3cnnn3)cc2)CC1,0%,2.6%,i,0.2,-3.1%,1,13,4%,0%,1.1,2%
COc1ccc(C(=O)NC(=S)NC2CCCCC2)cc1,x,u,i,0.0,x,x,x,x,2%,x,5%
COc1ccc(CNS(=O)(=O)c2cc(-c3cc(C)no3)ccc2OC)cc1OC,x,4.0%,i,1.7,x,x,x,x,9%,x,7%
Cc1ccc(C(=O)NNC(=O)c2ccncc2)cc1C,x,0.8%,i,0.6,x,x,x,x,4%,x,1%
CCC(=O)Nc1nc(-c2ccc3c(c2)OCCO3)cs1,8%,4.2%,i,1.2,-2.0%,7,-40,6%,9%,1.2,6%
CCOc1cccc(/C=N/NC(=O)c2cccnc2)c1O,x,3.4%,i,1.4,x,x,x,x,-1%,x,4%
O=C(Nc1cccc(-c2cn3ccccc3n2)c1)c1cccs1,-17%,14%,i,0.4,5.0%,9,14,-26%,7%,1,11%
Cc1cc(C(=O)NCCN2CCOCC2)ccc1[N+](=O)[O-],-4%,1.9%,i,0.4,-1.1%,-10,5,2%,13%,1.1,-2%
O=C(OCc1cnc(Cl)s1)c1cccc(Cl)c1,8%,2.2%,i,0.5,-2.6%,8,-13,10%,-4%,1.2,17%
COc1ccc(CCNC(=O)CSc2nc(N)c(C#N)c(-c3cccs3)c2C#N)cc1OC,21%,-1.0%,i,3.7,-6.0%,-5,-3,13%,-2%,1,10%
CN1CCN(C(=O)/C=C/c2c(F)cccc2Cl)CC1,x,2.2%,i,1.5,x,x,x,x,3%,x,-2%
Cc1ccc(-c2nc3cnccn3c2Nc2ccc3c(c2)OCO3)cc1,27%,0.1%,i,2.4,3.9%,1,5,14%,-10%,1,-3%
CSc1nnc2c(n1)c(C)nn2-c1cccc(C)c1,-20%,19%,i,0.8,-2.3%,13,15,-6%,8%,1,0%
Cc1ccc(-n2c(=O)cc(N3CCc4ccccc4C3)[nH]c2=O)cc1,16%,1.2%,i,1.5,-3.7%,-15,6,4%,-3%,1.1,3%
COc1ccc(S(=O)(=O)NCc2cccnc2)cc1C,x,-1.2%,i,0.1,x,x,x,x,-6%,x,-2%
O=C(N/N=C/c1ccc([N+](=O)[O-])o1)C(O)c1ccccc1 (stereo unspecified),x,0.4%,i,0.1,x,x,x,x,1%,x,-3%
CC(=O)Nc1ccc(NC(=O)Cn2c(CC(=O)N3CCCC3)nc3ccccc32)cc1,-5%,0.1%,i,9.3,0.5%,1,3,-15%,-6%,1,2%
CCCN(C(=O)COC(=O)C12CCC(=O)N1c1ccccc1S2)c1c(N)n(Cc2ccccc2)c(=O)[nH]c1=O (stereo unspecified),x,0.5%,i,0.5,x,x,x,x,-3%,x,-1%
COc1ccc(C(=O)NCC(C)C)c(OC)c1,8%,4.2%,i,0.7,-7.0%,-3,5,7%,0%,1,2%
O=C(CCSCc1ccccc1)Nc1ccc2c(c1)OCCO2,0%,-0.1%,i,0.2,-5.5%,32,5,4%,-7%,1.1,4%
C/C(=N\NC(=S)Nc1c(C)cccc1C)c1ccc(OC(F)F)cc1,11%,2.7%,i,0.7,-4.8%,4,-21,9%,1%,1.1,4%
COC(=O)CNC(=O)COC(=O)/C=C/c1ccc(F)cc1,8%,-0.7%,i,0.3,-7.7%,-14,-7,7%,0%,1.1,4%
CN(C)CCC#CC1(O)c2ccccc2-c2ccccc21,x,-1.1%,i,0.4,x,x,x,x,5%,x,10%
O=C(CCn1c(=S)[nH]c2ccccc2c1=O)N1CCOCC1,-5%,-0.4%,i,2.3,-4.6%,3,2,-1%,2%,1,0%
Cc1ccccc1C(=O)NC(=S)NCC(=O)c1ccccc1,0%,0.9%,i,0.2,-5.6%,3,-2,-4%,3%,1.1,-4%

Quoted at random: four compounds from above.
SMILES,human PMI inhibitors,RSV antiviral HEp-2,Myeloid diff MLP,Myeloid diff MLP GFP+ MAC1+ %,XIAP antagonists,WT yeast gro inh,WT yeast gro inh mutant strain,PMI inhibitors,SIAH1 antagonists,TNAP activators,Salmonella PhoP GFP
O=C(N/N=C/c1ccc([N+](=O)[O-])o1)C(O)c1ccccc1 (stereo unspecified),x,0.4%,i,0.1,x,x,x,x,1%,x,-3%
O=C(CCSCc1ccccc1)Nc1ccc2c(c1)OCCO2,0%,-0.1%,i,0.2,-5.5%,32,5,4%,-7%,1.1,4%
COc1ccc(C(=O)NC(=S)NC2CCCCC2)cc1,x,u,i,0.0,x,x,x,x,2%,x,5%
COc1cc(C(C(=O)NC2CCCC2)N(C(=O)Cc2cccs2)C2CC2)cc(OC)c1OC (stereo unspecified),-1%,-1.1%,i,0.8,-5.2%,-17,3,-1%,0%,1.1,-5%

The results go on:
SMILES,human PMI inhibitors,RSV antiviral HEp-2,Myeloid diff MLP,Myeloid diff MLP GFP+ MAC1+ %,XIAP antagonists,WT yeast gro inh,WT yeast gro inh mutant strain,PMI inhibitors,SIAH1 antagonists,TNAP activators,Salmonella PhoP GFP
Cc1oc(-c2ccccc2)nc1CS(=O)CC(=O)N1CCc2ccccc2C1 (stereo unspecified),-27%,1.2%,i,1.9,-8.5%,-2,2,-17%,0%,1,6%
Cc1nn(-c2nc3ccccc3s2)c(N)c1Sc1ccc(F)cc1,-3%,1.8%,i,0.2,-3.3%,1,-6,-4%,1%,1.1,1%
Cc1cccc(NC(=O)/C(C#N)=C/c2ccc[nH]2)c1C,x,u,i,2.2,x,x,x,x,3%,x,-3%
CCn1c(C(=O)N2CCC(C(=O)NCc3cccs3)CC2)cc2sccc21,-2%,9.6%,i,4.9,1.4%,-7,-1,-1%,-1%,1.2,-6%
O=C(Nc1ncccn1)c1cc(-c2ccc(F)cc2)nc2ccccc12,-11%,5.3%,i,0.3,-9.9%,7,-5,-8%,-3%,1,5%
O=S(=O)(c1cccs1)N1CN(Cc2cccs2)c2nc3ccccc3nc21,-59%,10%,i,2.2,0.0%,27,23,-27%,4%,1.1,3%
O=C(NC(=Nc1nc2ccccc2o1)NC(=O)c1ccccc1)c1ccccc1,-12%,0.7%,i,0.4,-7.6%,-5,-16,3%,6%,1.1,-18%
COC(CNC(=O)c1cccnc1)OC,3%,1.9%,i,0.4,1.8%,-8,-7,9%,9%,1.1,2%
COc1ccc(C(N)CCc2ccc(C)o2)cc1 (stereo unspecified),-26%,-0.8%,i,0.8,2.9%,26,14,-20%,4%,1.1,17%
CCOC(=O)c1ccc(COC(=O)CNS(=O)(=O)c2ccccc2)cc1,-2%,0.5%,i,1.0,-5.9%,-10,-1,3%,1%,1.1,-13%
Cc1ccc2sc(N(CCN(C)C)C(=O)c3ccc(S(=O)(=O)N4CC(C)OC(C)C4)cc3)nc2c1C (stereo unspecified),x,0.7%,i,5.4,x,x,x,x,1%,x,4%
O=C1C2N=NN(CC(=O)N3N=C(c4ccccc4)CC3c3ccc([N+](=O)[O-])cc3)C2C(=O)N1c1ccccc1 (stereo unspecified),7%,0.1%,x,x,-1.8%,15,14,8%,16%,1.1,-7%
O=C(N/C(=C\c1cccnc1)C(=O)N1CCC(O)CC1)c1ccccc1,x,0.5%,i,1.1,x,x,x,x,3%,x,9%
CC(=O)N1CCc2cc(S(=O)(=O)NC(C)c3ccccc3)ccc21 (stereo unspecified),x,1.4%,i,1.0,x,x,x,x,-8%,x,2%
CC(C)(C)c1ccc(-n2ncc3c2CCCC3NC(=O)c2cnccn2)cc1 (stereo unspecified),x,-3.5%,u,x,x,x,x,x,-4%,x,4%
COc1ccc(OC)c(NC(=O)CSc2nc3c(c(=O)n(C)c(=O)n3C)n2C)c1,-11%,0.9%,i,1.2,-7.5%,-44,-13,-18%,5%,1,-5%
COC(=O)c1[nH]cnc1C(=O)c1ccccc1,-4%,-0.7%,i,2.1,-6.5%,6,-23,-5%,2%,1.1,1%
Cc1ccc2c(c1Br)/C(=N/N1C(=O)c3ccccc3C1=O)C(=O)N2,12%,-3.6%,i,0.5,-10%,-2,2,8%,1%,0.6,-2%
O=C(CCSc1ccccc1)OCn1nnc2ccccc2c1=O,10%,-0.4%,i,0.3,-5.3%,-5,7,14%,-4%,1.1,-3%
Cc1ccccc1NC(=O)C(C)O/N=C/c1cccc([N+](=O)[O-])c1 (stereo unspecified),0%,0.5%,i,1.2,-5.8%,2,-1,7%,-4%,1.1,-10%
Cc1ccc(CN2CCC(c3cc(-c4ccc(Cl)cc4)n[nH]3)CC2)cc1,x,2.8%,i,0.2,x,x,x,x,-7%,x,-4%
CC1CCC(NC(=O)CCNS(=O)(=O)c2ccccc2)CC1 (stereo unspecified),x,0.9%,i,4.4,x,x,x,x,6%,x,-3%
CC(=O)c1ccc(NC(=S)NCc2cccnc2)cc1,-3%,6.3%,i,1.2,-5.2%,-11,2,-6%,-3%,1.1,15%
O=C(c1cccc(N2CCCC2=O)c1)N1CCN(c2cccc(Cl)c2)CC1,x,-0.7%,u,x,x,x,x,x,-1%,x,4%
COc1ccc(NC(=O)Cn2cnc3ccccc3c2=O)cc1OC,-9%,-1.0%,i,0.5,-2.8%,-5,-9,-1%,3%,1.1,2%
COc1ccc(OC)c(Nc2nc(=O)c3cccnc3s2)c1,35%,x,i,0.2,-1.8%,14,20,68%*,-5%,1,10%
